# Screening results as filed in PubChem.
# G9a inh = inhibitors of human histone lysine methyltransferase G9a; Q96KQ7; G9a H3K9 monomethylation, AlphaScreen, 2 h; Potency, µM (doses to about 102 µM), without a hit: top-dose activity, negative = inhibition, most hits filed as inhibitors; 8.8% of 350,000 active; AID 504332; also: % is scaled to controls: 0 for no effect and ±100 for the full control effect; nearly all actives have a fitted effect of over 75% in size
#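 Signal arises when biotinylated H3K9 peptide, once monomethylated, bridges streptavidin donor and antibody-captured acceptor beads. Enzyme at 20 nM was preincubated 15 min with test compounds; peptide 500 nM and SAM 20 uM then reacted for 2 h.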
# Pin1 inh = blocks the human prolyl isomerase Pin1. Pin1 FP peptide displacement, HiFluor488, 10 min. Potency, µM (highest dose often 115 µM), inactives show at the highest dose activity, negative = inhibition, most hits filed as inhibitors. 0.009% of 390,000 active. AID 504891; active = well fitted inhibition curve with a large enough effect in the polarisation, with a control signal flat, not every such curve was filed as active; inconclusive = small, poorly fitted or top-dose-only effect, or effect the other way, or a change in a side signal; inactive = no such curve, though single readings can be large or run the other way; the % refers to the polarisation; also: % is scaled to controls: 0 for no effect and ±100 for the full control effect
# GLS inh = glutaminase GLS (human) inhibition. 0.21% of 410,000 active. Potency, µM (top dose mostly 45.5 µM), for the others: top-dose activity change, negative = inhibition, most hits filed as inhibitors. O94925. GLS enzymatic activity, qHTS titration. AID 624170; also: % is scaled to controls: 0 for no effect and ±100 for the full control effect
#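 Human kidney-isoform GLS in 45 mM KH2PO4 pH 8.2, 0.02% Tween-20, with compound, started with 1mM L-Glutamine (added stock). Glutamate oxidase/HRP/Amplex red coupled fluorescence read at start and after 30 min at RT.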
# JMJD2A Tudor inh = JMJD2A Tudor domain (human) inhibition; Potency, µM (highest dose often 114 µM), for inactives: at the top dose activity change, negative = inhibition, usual class: inhibitors; AlphaScreen JMJD2A-Tudor / H3K4me3 peptide binding; 4.4% of 390,000 active; AID 504339; O75164; also: % is scaled to controls: 0 for no effect and ±100 for the full control effect; nearly all actives have a fitted effect of over 50% in size
# HP1b binding inh = HP1-beta chromodomain-methylated histone interaction inhibition. Potency, µM (highest dose often 114 µM), for inactives: at the highest dose activity change, negative = inhibition, hits mostly inhibitors. 0.56% of 390,000 active. AlphaScreen HP1-beta / biotin-H3K9me3 peptide binding. AID 540317; also: nearly all actives have a fitted effect of over 70% in size; inactives centre near 23
#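 AlphaScreen: HP1-beta (50 nM) preformed 30 min with biotin-H3(1-18)K9me3 peptide (50 nM) in PBS pH 7.4, 0.01% Tween-20. Compound added for 30 min at RT, then streptavidin donor/nickel chelate acceptor beads (10 ug/mL) for 30 min.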
# BAZ2B inh = BAZ2B (human) inhibition; Q9UIF8; AlphaScreen BAZ2B-H3K14Ac peptide displacement; Potency, µM (titrated, usually from 114 µM), inactives show at the highest dose activity change, negative = inhibition, actives largely listed as inhibitors; 4.4% of 360,000 active; AID 504333; also: % is scaled to controls: 0 for no effect and ±100 for the full control effect; nearly all actives have a fitted effect of over 60% in size
#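 Complex of BAZ2B and biotin-H3K14Ac (50 nM apiece) forms over 30 min at RT, then faces library compounds up to 110 uM for another 30 min; AlphaScreen beads added, 20 min dark incubation, luminescence read.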
# Pol iota inh = DNA polymerase iota (human) inhibition; Pol iota fluorescent replication assay, 10 min; Potency, µM (top dose mostly 115 µM), inactives show at the highest dose activity, negative = inhibition, most hits filed as inhibitors; Q9UNA4; AID 588590; 1% of 390,000 active
#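 Fluorescent replication assay read twice, at 0 min and 10 min after adding 50 nM (final) substrate. Enzyme (10 nM) and compounds were first incubated 15 min at room temperature; enzyme-free buffer wells were negative controls.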
# Tb PGK inh = blocks T. brucei phosphoglycerate kinase. P07378. PGK/GAPDH coupled, Kinase-Glo luminescence, 60 min. Potency, µM (top dose mostly 57.5 µM), for inactives: top-dose activity change, negative = inhibition, actives largely listed as inhibitors. 0.043% of 380,000 active. AID 602233; also: % is scaled to controls: 0 for no effect and ±100 for the full control effect; nearly all actives have a fitted effect of over 60% in size
#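 Recombinant glycosomal PGK reaction used 1,3-bisphosphoglycerate generated in-well by GAPDH (100nM final) in 100mM TEA pH 7.6, 5mM MgCl2, 0.01% Tween-20. After 60 minutes at room temperature, ATP was read by Kinase-Glo Plus luminescence end-point.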
# BLM helicase inh = blocks DNA unwinding by human BLM helicase; AID 2528; P54132; recombinant BLM DNA unwinding, fluorescence dequenching; Potency, µM (doses to about 56.1 µM), inactives show at the highest dose activity change, negative = inhibition, actives largely listed as inhibitors; 0.2% of 350,000 active;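 also: plate controls were vehicle for no effect and no enzyme for full effect; nearly all actives have a fitted effect of over 35% in size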
# Target sequence (P54132 whole entry, looked up): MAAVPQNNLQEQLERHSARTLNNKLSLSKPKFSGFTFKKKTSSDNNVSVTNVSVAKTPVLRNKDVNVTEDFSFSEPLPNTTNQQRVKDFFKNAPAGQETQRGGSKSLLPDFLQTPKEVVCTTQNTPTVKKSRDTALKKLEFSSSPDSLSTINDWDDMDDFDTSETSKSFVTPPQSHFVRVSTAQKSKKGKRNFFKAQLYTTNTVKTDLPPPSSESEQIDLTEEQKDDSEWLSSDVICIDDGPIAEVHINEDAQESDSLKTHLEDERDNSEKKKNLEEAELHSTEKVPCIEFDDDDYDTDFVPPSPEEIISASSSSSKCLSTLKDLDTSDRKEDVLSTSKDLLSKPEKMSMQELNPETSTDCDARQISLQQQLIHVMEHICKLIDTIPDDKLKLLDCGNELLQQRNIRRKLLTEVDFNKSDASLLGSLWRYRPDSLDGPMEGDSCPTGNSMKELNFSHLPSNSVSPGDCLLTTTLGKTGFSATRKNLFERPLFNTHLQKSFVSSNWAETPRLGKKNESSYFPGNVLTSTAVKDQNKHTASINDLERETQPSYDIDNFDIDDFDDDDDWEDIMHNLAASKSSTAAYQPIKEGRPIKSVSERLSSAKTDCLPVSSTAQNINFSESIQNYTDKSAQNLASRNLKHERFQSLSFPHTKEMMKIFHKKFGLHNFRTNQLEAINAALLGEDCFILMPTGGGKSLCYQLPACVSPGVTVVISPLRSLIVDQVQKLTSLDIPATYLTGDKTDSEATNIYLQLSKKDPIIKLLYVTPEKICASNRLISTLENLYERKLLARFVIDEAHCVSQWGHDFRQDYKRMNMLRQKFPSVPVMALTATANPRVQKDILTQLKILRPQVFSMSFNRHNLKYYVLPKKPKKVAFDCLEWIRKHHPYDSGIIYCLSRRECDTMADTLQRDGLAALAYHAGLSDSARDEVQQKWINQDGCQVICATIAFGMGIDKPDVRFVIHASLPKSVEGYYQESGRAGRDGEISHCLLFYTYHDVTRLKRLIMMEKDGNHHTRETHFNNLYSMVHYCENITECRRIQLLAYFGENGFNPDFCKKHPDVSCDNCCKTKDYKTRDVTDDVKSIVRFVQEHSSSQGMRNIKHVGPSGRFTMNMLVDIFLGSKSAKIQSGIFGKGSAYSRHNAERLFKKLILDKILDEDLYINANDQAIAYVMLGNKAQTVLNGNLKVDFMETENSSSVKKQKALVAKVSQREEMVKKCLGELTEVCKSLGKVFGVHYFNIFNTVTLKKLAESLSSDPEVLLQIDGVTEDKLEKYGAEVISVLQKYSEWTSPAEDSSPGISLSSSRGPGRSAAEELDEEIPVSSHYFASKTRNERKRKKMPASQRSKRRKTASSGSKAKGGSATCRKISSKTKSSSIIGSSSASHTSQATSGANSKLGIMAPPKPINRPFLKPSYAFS
# * hit, by the source's call; i = inactive; ? = inconclusive; nt = no result given; [ ] = another dose, or the depositor's remark. Unless noted, calls follow the shape of the dose curve; as a rule, active = well fitted curve in the direction sought with a large enough effect; inconclusive = small, poorly fitted or top-dose-only effect, or another doubt; inactive = no such curve, though single readings can be large; an effect the other way counts as inactive or inconclusive. Potency is read from the fitted curve at half-maximal effect. These rows are one share of the data; count on the stated rates, not on these rows.
# Below each SMILES: G9a inh, Pin1 inh, GLS inh, JMJD2A Tudor inh, HP1b binding inh, BAZ2B inh, Pol iota inh, Tb PGK inh, BLM helicase inh
O=C(NCCc1ccccc1)c1ccc(NC(=O)C2CCCC2)cc1
 : nt, -2%, 3%, -7%, 16%, nt, 6%, i, nt
O=C(Nc1ccc(Cl)cc1F)c1cc(S(=O)(=O)NCc2ccc3c(c2)OCO3)ccc1F
 : -26%[59 µM], 6%, -8%, -24%, 5%, -1%, ?, -9%, -7%
Cc1cc(C)n(-c2nc3ccccc3nc2Nc2cccc(C)c2C)n1
 : 42%[activator][59 µM], -2%, -1%, 37%[activator], 124%[activator], 33%, 19%, 1%, -1%
Cc1cc(C)c(NC(=O)CSCc2nc3sc(C)c(C)c3c(=O)[nH]2)c(Cl)c1
 : -8%[2.33 µM], ?, -1%, -9%, 21%, -3%, -1%, -2%, nt
CCOc1ccc(NC(=S)NC(=O)c2cccnc2)c([N+](=O)[O-])c1
 : ?, 3%, 5%, -18%, -9%, -26%, 144%[activator], -9%, -3%
COc1c(C(=O)Nc2c(C)n(C)n(-c3ccccc3)c2=O)ccc2ccccc12
 : -26%[59 µM], -4%, 8%, -8%[57.1 µM], 40%[activator], -7%, 10%, -3%, 1%
Cc1ccc(OCC(=O)N[C@@H](C)c2nnc3ccccn23)cc1C
 : nt, -2%, -3%, 0%, 15%[57 µM], -7%, -10%, i, -2%
COc1ccc(C(=O)NCCc2cn3ccccc3n2)cc1
 : -1%, -1%, -1%, -7%[11.4 µM], 15%, -6%, 17%, -7%, 0%
NC1=NC(=O)/C(=C\c2cccnc2)S1
 : ?, 5%, 0%, -18%, 40%[activator], nt, -14%, -4%, 0%
COc1cccc(NC(=O)CN(C)C(=O)Cc2n[nH]c(=O)c3ccccc23)c1
 : 11%[12.7 µM], -3%, 3%, -11%, 25%, 7%, 3%, 6%, nt
COc1ccc(S(=O)(=O)N(C)c2ccc(C(=O)Nc3c(C)n(C)n(-c4ccccc4)c3=O)cc2)cc1
 : 0%, -2%, 2%, -13%, 26%, -12%, 17%, -1%, -8%
CC(=O)OC(/C(O)=C(\C#N)c1nc2ccccc2[nH]1)c1ccccc1 (stereo unspecified)
 : 7%[59 µM], 3%, 14%, -12%, 18%, nt, 12%, -1%, 0%
Cn1c(-c2ccc(Cl)cc2)cnc1N
 : 24%[12.7 µM], -10%, nt, 23%, 16%, -36%, 13%, -1%, -9%
O=C(CCn1c(=O)sc2ccccc21)NCc1ccccc1
 : 16%, -14%, 2%, -10%, 23%, -21%, -5%, 0%, 1%
CC(=O)Nc1ccc(NC(=O)C(C)Sc2nc3ccccc3c(=O)n2CC2CCCO2)cc1 (stereo unspecified)
 : ?, -1%, 3%, -18%, 20%, 14%, 25%, i, nt
C=CCn1c(SCC(=O)c2cccs2)nc2sc(CC)cc2c1=O
 : -6%[59 µM], 27%, nt, 11%, 51%[activator], -1%, 97%[activator], -3%, -8%
O=C(c1cnc(Cl)c(Cl)c1)N1CCN(S(=O)(=O)c2ccc3ccccc3c2)CC1
 : -48%, 19%, 1%, -17%, 7%, 3%, 7%, -4%, nt
CCn1cc(CNC(=O)/C=C/c2ccc([N+](=O)[O-])cc2)c(C)n1
 : -4%, -1%, -1%, -21%, -2%, -5%, 1%[58.9 µM], i, -1%
O=C(NCc1cccs1)C(=O)NCC1OCCCN1S(=O)(=O)c1cccs1 (stereo unspecified)
 : 1%, 4%, 1%, -1%, 54%[activator], -16%, 32%, -10%, -8%
CC(NC(=O)C1CC1)C(c1cccs1)N1CCOCC1 (stereo unspecified)
 : nt, -8%, 9%, -10%, 63%[activator], -12%, -15%, -12%, 0%
Cc1ccc(C(=O)N/C(=C\c2ccco2)C(=O)NCCCN2CCOCC2)cc1C
 : -16%, 4%, 6%, -18%, 16%, -6%, 173%[activator], -11%, -5%
Cn1c(=O)n(CCN2CCOCC2)c(=O)c2c1nc1n2CCN1c1ccc(Oc2ccccc2)cc1
 : -29%, -14%, 8%, -7%, 23%, -10%, 3%, 17%, 0%
Cc1cccc(C)c1NC(=O)c1ccc(N2CCCC2=O)cc1
 : 16%[59 µM], 1%, -2%, -6%, 21%, 9%, -19%, 0%, nt
O=C(Nc1ccc(Cl)cc1F)C1CCN(S(=O)(=O)c2cccc3nonc23)CC1
 : -3%, -1%, 0%, -7%, 34%, 10%, 128%[activator], 1%, 0%
CCc1ccc(C(=O)/C=C2\Sc3ccccc3NC2=O)cc1
 : -8%[59 µM], -8%, 35%, -31%, 39%, -33%, 0%, -8%, -2%
Nc1nc(SCC(=O)N2CCN(S(=O)(=O)c3ccc(Cl)cc3)CC2)n[nH]1
 : 10%, 0%, 2%, 0%, 63%[activator], 11%, 19%, -8%, -3%
Cc1c(-c2ncn[nH]2)sc(C#N)c1-c1ccccc1
 : 13%, 0%, 7%, -10%, 11%, -3%, 36%[activator], i, -9%
CC(NC(=O)c1cccc(C(F)(F)F)c1)C(c1ccccc1)N1CCOCC1 (stereo unspecified)
 : 6%, 1%, -3%, 1%[11.4 µM], 48%[activator], -3%, 97%[activator], 3%, -4%
O=C(NCCc1ccccc1Cl)c1ccc(Cn2c(=O)c3cccn3c3cccnc32)cc1
 : ?, 73%[activator], -4%, ?, 15%, ?, ?, -3%, -21%
O=c1ccccn1Cc1ccccc1F
 : ?, -1%, 4%, 6%, 21%, -2%, -3%, 3%, 1%

# Shown comma-delimited: seven of the compounds above
Compound,G9a inh,Pin1 inh,GLS inh,JMJD2A Tudor inh,HP1b binding inh,BAZ2B inh,Pol iota inh,Tb PGK inh,BLM helicase inh
O=C(NCCc1ccccc1)c1ccc(NC(=O)C2CCCC2)cc1,nt,-2%,3%,-7%,16%,nt,6%,i,nt
O=C(Nc1ccc(Cl)cc1F)c1cc(S(=O)(=O)NCc2ccc3c(c2)OCO3)ccc1F,-26%[59 µM],6%,-8%,-24%,5%,-1%,?,-9%,-7%
Cc1cc(C)n(-c2nc3ccccc3nc2Nc2cccc(C)c2C)n1,42%[activator][59 µM],-2%,-1%,37%[activator],124%[activator],33%,19%,1%,-1%
Cc1cc(C)c(NC(=O)CSCc2nc3sc(C)c(C)c3c(=O)[nH]2)c(Cl)c1,-8%[2.33 µM],?,-1%,-9%,21%,-3%,-1%,-2%,nt
CCOc1ccc(NC(=S)NC(=O)c2cccnc2)c([N+](=O)[O-])c1,?,3%,5%,-18%,-9%,-26%,144%[activator],-9%,-3%
COc1c(C(=O)Nc2c(C)n(C)n(-c3ccccc3)c2=O)ccc2ccccc12,-26%[59 µM],-4%,8%,-8%[57.1 µM],40%[activator],-7%,10%,-3%,1%
Cc1ccc(OCC(=O)N[C@@H](C)c2nnc3ccccn23)cc1C,nt,-2%,-3%,0%,15%[57 µM],-7%,-10%,i,-2%

# (next part)
# Below each SMILES: G9a inh, Pin1 inh, GLS inh, JMJD2A Tudor inh, HP1b binding inh, BAZ2B inh, Pol iota inh, Tb PGK inh, BLM helicase inh
COc1cccc(CNc2ccc(S(=O)(=O)N3CCN(C)CC3)cn2)c1
 : 23%[12.7 µM], 6%, -4%, -10%, 20%, -3%, 5%, i, nt
O=C(Nc1cccc(NC(=O)c2ccc([N+](=O)[O-])o2)c1)c1ccco1
 : -8%, -3%, -2%, -16%, 14%, -28%, -21%, -5%, -3%
Cc1cn2c(=O)cc(COc3ccc(Cl)cc3)nc2s1
 : -4%[59 µM], -2%, 2%, -10%, 28%, 5%, 25%, -7%, -2%
CC(=O)Nc1ccc(NC(=O)CSc2ccccn2)cc1
 : -19%, 5%, 9%, -5%, 20%, 21%, 19%, 2%, 0%
Cc1noc(C)c1C(=O)OC(C)C(=O)N1CCc2ccccc21 (stereo unspecified)
 : -90%[12.7 µM], 1%, 3%, 4%, 42%[activator], 8%, 12%, 0%, nt
C(=Cc1c[nH]c2ccccc12)c1nccc2ccccc12
 : nt, ?, -9%, ?, 16%, nt, 66%[activator], -7%, nt
Cc1ccc(S(=O)(=O)NCCC(=O)NNC(=O)COc2ccc(Br)cc2)cc1C
 : -29%[59 µM], -1%, 12%, -11%, 15%[57 µM], 8%, 61%[activator], i, nt
Cc1sc2ccccc2[n+]1CC(=O)c1ccccc1
 : 10µM*, 22%, 34%[activator], ?, -7%, ?, ?, -4%, -6%
CCc1ccc(C(=O)NNc2ccc(S(N)(=O)=O)cc2)cc1
 : 22µM*, -2%, ?, -7%, 16%, 0%, 133%[activator], -2%, -2%
CC(C)(COC(=O)c1ccccc1)N1CC2CCC(C1)O2
 : nt, -10%, 10%, 14%, 44%[activator], nt, -9%, -2%, nt
CCOC(=O)Cc1cn(C(=O)OC(C)(C)C)c2ccccc12
 : 1%[0.501 µM], 4%, -4%, 40%[activator], 157%[activator], 78%[activator], 30%[activator], -9%, nt
O=C(/C=C/Nc1ccc(F)cc1)c1ccc(Br)cc1
 : 4%, 3%, -3%, 2%, 32%, -20%, 36%[activator], -5%, -4%
COc1ccccc1NC(=O)Cc1nnc(SCC(=O)Nc2nccs2)n1C
 : 10%[59 µM], 3%, 1%, 0%, 23%, 7%, -10%, -7%, -2%
CCOC(=O)C1CCN(C(=O)/C=C/c2ccccc2)CC1
 : 20%, -3%, -5%, -15%, 7%, 2%, 7%, -10%, -7%
Cc1occc1-c1nnc(SCC(=O)c2cc3ccccc3oc2=O)o1
 : 1%[59 µM], 14%, 1%, -36%, -5%, -37%, ?, -7%, -10%
COc1cc(NC(=O)c2ccc(COc3ccccc3Br)o2)cc(OC)c1OC
 : -30%[12.7 µM], -2%, 6%, -28%, 6%, -30%, 9%, -9%, -15%
O=C(c1cccc(Br)c1)c1cn(-c2ccccc2)nc1C(=O)c1ccccc1
 : -2%[12.7 µM], 3%, 1%, -6%, 30%, 10%, 14%, i, -8%
CNn1cnc2ccsc2c1=O
 : 51%[activator][59 µM], -7%, 3%, 2%, 49%, -1%, 186%[activator], 5%, 7%
